Screens as filed in PubChem.
Lipid storage S3: qHTS Assay for Lipid Storage Modulators in Drosophila S3 Cells | Drosophila S3 cells, BODIPY lipid droplet fluorescence, 18-24 h; cells fed with added oleic acid | lipid storage change, negative = inhibition, % at the top dose, mostly 46.1 µM; hits show Potency in µM | 320,000 compounds, 0.64% hits; active means well fitted inhibition curve with a large enough effect in the signal ratio, with a control signal flat, not every such curve was filed as active; inconclusive means small, poorly fitted or top-dose-only effect, or effect the other way, or a change in a side signal; the % refers to the signal ratio
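Drosophila S3 cells loaded with oleic acid (400 uM, as added) and compounds at several concentrations; lipid droplets imaged by 488-nm laser-scanning cytometry, 500–530 nm intensity and object ratio to cell channel. Percent activity normalized to 20 uM Triacsin C.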
Lipid storage S3 cell count max: recorded beside Lipid storage S3, whose call it bears; cell number change, %; measured here: cell count max response;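 cells counted by Cell Tracker Red CMTPX staining in the red channel; peak over a dose series mostly up to 46.1 µM; percent activity relative to internal control wells on each plate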
Numbers without * were called inactive; i = inactive; ? = inconclusive; / = not tested or not shown. On the % scale 0 is the no-effect control and ±100 the full control effect; potency means the concentration at half of the fitted maximal effect. Some of the compounds tested, so the mix of outcomes need not match the whole.

SMILES	Lipid storage S3	Lipid storage S3 cell count max
O=C(CSc1nnc(C2COc3ccccc3O2)o1)NC1CCCCC1 (stereo not drawn)	?	/
O=C(Nc1ccccc1Cl)Nc1cccnc1Cl	-6.5%	7.9
Cc1ccc(N2CC(NC(=O)C(=O)c3c(C)[nH]c4ccccc34)CC2=O)cc1C (stereo not drawn)	?	/
Cc1ccc(CONC(=O)c2cccc([N+](=O)[O-])c2)cc1	?	/
O=C(CN1C(=O)CCS(=O)(=O)c2ccccc21)Nc1ccc2c(c1)OCCO2	4.6%	-1.7
CCC(C)N(C(=O)c1csnn1)C(C(=O)NCc1ccc(F)cc1)c1ccccc1F (stereo not drawn)	i	8.1
Cc1cccc(-n2nnnc2SCC(=O)NCCN2C(=O)CSC2=O)c1	7.6%	-16.9
O=C(O)c1ccc(S(=O)(=O)N(Cc2cccs2)CC2CCCO2)cc1 (stereo not drawn)	-3.6%	-28.3
c1ccc(-c2cn(C[C@H]3CC[C@@H]([C@@H]4CC[C@H](Cn5cc(-c6ccccn6)nn5)O4)O3)nn2)nc1	7.7%	28.2
O=C(COC(=O)c1cc(Br)ccc1O)NNC(=O)c1ccc(Cl)cc1	?	/
NNc1ccc2nnc(C(F)(F)C(F)(F)C(F)(F)F)n2n1	-0.8%	-1.3
CCc1nc(OCCN(CC)CC)c2oc3ccccc3c2n1	-4.1%	-1.8
O=C(c1ccc(Cl)cc1)N1CCN(c2ccc(F)cc2)CC1	8.1%	-2.3
OCCNc1c2ccccc2nc2c(F)c(F)c(F)c(F)c12	?	/
CCCc1cc(=O)[nH]c(SCC(=O)N(Cc2ccccc2)C(C)C)n1	?	/
O=C(CN1C(=O)NC2(CCCCCCC2)C1=O)NCc1ccc2c(c1)OCO2	i	/
O=[N+]([O-])c1ccc(Oc2cccc3cccnc23)c([N+](=O)[O-])c1	?	/
COc1cc(/C=C/C(=O)O)ccc1OS(=O)(=O)c1c(C)c(C)cc(C)c1C	?	/
CCSc1ccc(-c2nn(-c3ccccc3)cc2/C=C(/C#N)C(=O)NC)cc1	?	/
CCOC(=O)C1CCCN(C(=O)c2cc3cc(F)ccc3[nH]2)C1 (stereo not drawn)	-10.2%	/
Cc1cc(C)c(/C=N/NC(=O)c2nnn(-c3nonc3N)c2CN2CCC(C)CC2)c(C)c1	i	17.5
COc1ccc(C2=NN(c3ccccc3)C(c3ccc(OC)c(OC)c3)C2)cc1 (stereo not drawn)	?	/
CCNc1nc(OC)nc(SCC(N)=O)n1	?	/
CS(=O)(=O)c1ccc(Cl)c(NC(=O)CCCSc2ccccc2)c1	?	/
Cc1ccc(N=N/C(=C\O)C(=O)c2ccncc2)cc1	?	/
Cc1ccc(S(=O)(=O)NCc2ccccn2)cc1C	?	/
COC(=O)c1cc(Br)c(=O)n(CCc2ccc(O)cc2)c1	1.7%	12.2
c1ccc(CN2c3ccccc3-c3nc4ccccc4n3C2c2ccccn2)cc1 (stereo not drawn)	0.9%	-11.4
CCOC(=O)Cc1cc(=O)n(-c2nc3ccccc3s2)[nH]1	5.6%	0.8
Cn1c(=O)c2nc(-c3ccccc3)oc2c2ccccc21	?	/

Compound profiles (already shown).
`Cc1ccc(S(=O)(=O)NCc2ccccn2)cc1C` is listed with Lipid storage S3 = ?; Lipid storage S3 cell count max = /
`CS(=O)(=O)c1ccc(Cl)c(NC(=O)CCCSc2ccccc2)c1` is listed with Lipid storage S3 = ?; Lipid storage S3 cell count max = /

(continued)
SMILES	Lipid storage S3	Lipid storage S3 cell count max
Oc1oc(-c2ccccc2)nc1C=Nc1cccc2ccccc12	?	/
COCCN(C(=O)C1CC(=O)N(Cc2ccc(C)cc2)C1)c1c(N)n(CC(C)C)c(=O)[nH]c1=O (stereo not drawn)	?	/
CSc1ccc(S(=O)(=O)Nc2ccccc2C(=O)N2CCOCC2)cc1	?	/
CCCCn1c2ccc(F)cc2c2nnc(SCCN3CCOCC3)nc21	-8.6%	/
CN(CC(=O)Nc1cc(Cl)ccc1C#N)C1CCS(=O)(=O)C1 (stereo not drawn)	?	/
COC(=O)c1cc(F)c(-n2cncn2)c(F)c1	?	/
O=C(Cc1ccc(F)cc1)N1CCN=C1SCc1cccc([N+](=O)[O-])c1	?	/
CC(C)(C)C(=O)CN1C(=O)NC(C)(Cc2ccc3c(c2)OCO3)C1=O (stereo not drawn)	?	/
CCOc1ccccc1CN1CCNC(=O)C1CC(=O)NCCN1CCOC1=O (stereo not drawn)	2.31µM*	19.4*
C[C@]12C(=O)N(c3cccc(F)c3)C(=O)N1[C@@H]1c3ccccc3OC[C@@H]1[C@H]2c1ccccc1	?	/
Cc1ccccc1CN1CCN(CCCc2ccccc2)C(CCO)C1 (stereo not drawn)	29.5%	2.8
O=C(CCN1CCN(CCO)CC1)Nc1cccc(Br)c1	-12.0%	-20.1
Cc1nc(-c2ccc(NC(=O)c3ccccc3C)cc2)cs1	-2.1%	-2.4
COc1ccc(CNCC(O)(c2ccc(Cl)cc2)c2ccc(Cl)cc2)cc1	?	/
COC(=O)c1cccc(NC(=O)CN2CCc3ccccc3C2)c1	?	/
Cc1ccc(N2CC(C(=O)N3CCC4(CC3)CC(=O)c3ccccc3O4)CC2=O)cc1C (stereo not drawn)	3.1%	7.2
N#Cc1c(NC(=O)CSc2nc(N)cc(=O)[nH]2)sc2c1CCCCCC2	?	/
CNC(=O)CSc1nnc(C(C)C)n1C	-4.5%	-1.5
Cc1nc(-c2ccc(F)cc2)c(CC(=O)N(C)CC(=O)Nc2ccc(F)cc2)s1	?	/
Cc1cc2nc(-c3ccc(SCC(=O)N4CCOCC4)nc3)[nH]c2cc1C	?	/
CC1(C)CC(=O)C2=C(C1)OC(/N=C/N1CCCC1)=C(C#N)C2c1ccccc1 (stereo not drawn)	?	/
CSC1=N/C(=C\c2ccccc2Cl)C(=O)N1N(C)C	-6.2%	4.0
COc1ccc(OC)c(C(C)NC(=S)NC2CCCCC2)c1 (stereo not drawn)	-6.2%	-14.4
CCOC(=O)[C@H]1[C@H]2COc3ccc(C)cc3[C@@H]2N2C(=O)c3cc(F)c(F)cc3NC(=O)[C@@]12C	4.8%	-16.7
CSCCC(NS(=O)(=O)c1ccc(F)cc1)C(=O)NCc1ccc(S(N)(=O)=O)cc1 (stereo not drawn)	-10.0%	3.1
O=S(=O)(CCC1CCCCN1)c1ccccc1 (stereo not drawn)	?	/
Cc1ccccc1-n1c(=O)n(Cc2ccc(C(=O)O)cc2)c(=O)c2[nH]cnc21	i	-1.4
O=C(Nc1ccc(C(=O)O)cc1)Nc1ccc(F)cc1F	?	/
N#CNC(=Nc1ccccc1)SCc1ccc(C(=O)O)cc1	?	/
Cc1ccc(S(=O)(=O)N2CCN(S(=O)(=O)c3ccc(C)cc3)C3OCCOC32)cc1 (stereo not drawn)	10.1%	-0.1
CC1CCN(C(=O)CSc2nncn2-c2ccccn2)CC1	11.9%	-0.3
COc1cc(Cl)c(CC(=O)c2c[nH]c3ccccc23)cc1OC	-0.4%	12.7
O=C(NCc1nnc(SCC(=O)N2CCCc3ccccc32)n1-c1ccccc1)c1cccc2ccccc12	-3.6%	-8.9
OC(CN1CCN(c2ccccc2Cl)CC1)c1ccccc1 (stereo not drawn)	?	/
COc1ccc(CCNS(=O)(=O)CCNC(=O)c2ccc(OC)cc2)cc1	-21.7%	-4.1
CS(=O)(=O)N1N=C(c2ccco2)CC1c1ccccc1Cl (stereo not drawn)	?	/
CC(C)(C)c1ccc(OCCn2nc(C(=O)O)c3ccccc3c2=O)cc1	?	/
O=C(CCN1CCN(c2ccccc2)CC1)c1ccc(Cl)cc1	-4.0%	3.0
Cc1cccc(NC(=O)c2c(F)c(F)c(F)c(F)c2F)c1	?	/
O=C(CSc1nc2ccccc2s1)NCCOc1ccccc1	5.1%	0.1
Cc1cccc(-c2noc(CNC(=O)c3ccco3)n2)c1	?	/
COC(=O)C1=C(CS(=O)(=O)c2cc(OC)ccc2OC)NC(=O)NC1c1ccc(O)c(OC)c1 (stereo not drawn)	?	/
COc1cc(SC)ccc1C(=O)N1CCN(c2ccccc2OC)CC1	?	/
CC(C)CNC(=S)N1CCC(NC(=O)c2ccco2)CC1	-3.7%	8.3
CCOc1cc(C#N)c(NC(=O)c2ccco2)cc1OCC	9.0%	-28.0
CC(C)NCC(O)COc1ccc2c(c1)CCC2 (stereo not drawn)	7.3%	21.4
CCOC(=O)c1sc2nc(C)nc(NCCc3ccccn3)c2c1C	-12.9%	-19.3
COc1ccc(CCNC(=O)C2CCN(C(=O)c3ccc(Cl)cc3)CC2)cc1OC	?	/
C[C@H](NC(=O)[C@@H]1CCC(=O)N1Cc1ccco1)c1ccccc1	?	/
CCCn1nc(NC(=O)CC)c2cc3cccc(C)c3nc21	-9.3%	/

Additional entries follow:
SMILES	Lipid storage S3	Lipid storage S3 cell count max
CCCOc1ccc(/C=N/Nc2ccccc2[N+](=O)[O-])c(O)c1	?	/
COc1ccc(Br)cc1S(=O)(=O)Nc1cccc(C)n1	18.9%	13.5
COc1ccc(Cl)cc1C(=O)Nc1ccc(OCC(=O)N2CCOCC2)cc1	23.5%	-17.3
CN(Cc1c(C(=O)N/N=C/c2ccc(F)cc2)nnn1-c1nonc1N)C1CCCCC1	i	24.8
Cc1ccc(CC(=O)Nc2ccc(S(=O)(=O)Nc3ncccn3)cc2)cc1	?	/
Cc1cc(C)cc(Nc2c(F)c(F)c(F)c(F)c2C(=O)O)c1	-1.0%	-8.4
CCc1c(C)nc2c(C)cccc2c1SCCC#N	26.7%	10.7
CCC(CC)c1nnc(NC(=O)C2=COCCO2)s1	?	/
CCCOc1ccc(NC(=O)CC2C(=O)N(Cc3ccccc3)C(=S)N2Cc2cccs2)cc1 (stereo not drawn)	?	/
CCC12CN(C(=O)c3ccc(C)cc3)CC(CC)(CN(C(=O)c3ccc(C)cc3)C1)C2=O	8.5%	11.8
CCOC(=O)CNS(=O)(=O)c1cc(-c2n[nH]c(=O)c3ccccc23)ccc1C	?	/
COc1cccc(CNC(=O)CN2C(=O)NC(Cc3ccccc3)(c3ccccc3)C2=O)c1 (stereo not drawn)	?	/
Cc1ccc(N(C)S(=O)(=O)c2cccc(C(=O)Nc3ccc(N4CCOCC4)cc3)c2)cc1	?	/
CCCCSc1ncnc2[nH]ncc12	-4.9%	-19.3
Cc1nc(NC(=O)CSc2nnc(C)n2CC2CCCO2)sc1C (stereo not drawn)	?	/
CCOC(=O)c1[nH]cc(-c2ccccc2)c1N1CCOCC1	?	/
CCn1c(SCC(=O)c2c(N)n(C3CC3)c(=O)[nH]c2=O)nnc1-c1ccccc1OC	?	/
O=C(c1cccs1)N1CCc2ccccc2C1	0.8%	-1.3
COc1ccccc1CN1CC(C(=O)N(C)Cc2ccncc2C)CCC1=O (stereo not drawn)	17.9%	20.8
COc1ccc(C(C)NC(=O)c2ccccc2Cl)cc1OC (stereo not drawn)	-12.4%	-1.6
O=C(c1cc(-c2cccs2)on1)N1CCCCC1	-6.4%	-1.2
CC1(c2ccc([N+](=O)[O-])cc2)CC(C)(C)N(C(=O)c2ccccc2)c2ccccc21 (stereo not drawn)	?	/
O=C(Nc1nc(-c2ccccn2)cs1)c1cccc(S(=O)(=O)N2CCOCC2)c1	?	/
NC(=O)C1(C(N)=O)OC1c1ccc(Cl)cc1Cl (stereo not drawn)	?	/
O=C(c1cc2ccccc2o1)N1CCN(c2cccc(Cl)c2)CC1	?	/
Cc1ccc(C)c(N(C(=O)CNC(=O)c2ccco2)C(C(=O)NC2CCCCC2)c2cccnc2)c1 (stereo not drawn)	?	/
CCNC(=O)c1sc(=S)n(-c2ccc(C)cc2)c1N	2.1%	5.1
O=C(/C=C/c1cccc(F)c1)N(c1ccccn1)C1CCCCC1	5.4%	9.3
CC(=O)Nc1ccc(C(=O)N/C(=C/c2ccccc2)C(=O)Nc2cccc(C(=O)O)c2)cc1	11.1%	-9.6
CCCc1nnc(SCC(=O)N2CCCCC2)n1CCCOC	i	-12.9
COc1cccc(CNCC(O)(c2ccc(Cl)cc2)c2ccc(Cl)cc2)c1	?	/
Cc1ccccc1C(=O)N1CCN(c2ccc(NC(=S)NC(=O)c3ccco3)cc2)CC1	?	/
[N-]=[N+]=NC1CC(CO)OC1n1ccc(=O)[nH]c1=O (stereo not drawn)	i	-18.3

Structures listed so far that contain two or more sulfur atoms, in the order listed:
SMILES	Lipid storage S3	Lipid storage S3 cell count max
Cc1cccc(-n2nnnc2SCC(=O)NCCN2C(=O)CSC2=O)c1	7.6%	-16.9
O=C(O)c1ccc(S(=O)(=O)N(Cc2cccs2)CC2CCCO2)cc1 (stereo not drawn)	-3.6%	-28.3
CS(=O)(=O)c1ccc(Cl)c(NC(=O)CCCSc2ccccc2)c1	?	/
CSc1ccc(S(=O)(=O)Nc2ccccc2C(=O)N2CCOCC2)cc1	?	/
N#Cc1c(NC(=O)CSc2nc(N)cc(=O)[nH]2)sc2c1CCCCCC2	?	/
CSCCC(NS(=O)(=O)c1ccc(F)cc1)C(=O)NCc1ccc(S(N)(=O)=O)cc1 (stereo not drawn)	-10.0%	3.1
Cc1ccc(S(=O)(=O)N2CCN(S(=O)(=O)c3ccc(C)cc3)C3OCCOC32)cc1 (stereo not drawn)	10.1%	-0.1
O=C(CSc1nc2ccccc2s1)NCCOc1ccccc1	5.1%	0.1
CCCOc1ccc(NC(=O)CC2C(=O)N(Cc3ccccc3)C(=S)N2Cc2cccs2)cc1 (stereo not drawn)	?	/
Cc1nc(NC(=O)CSc2nnc(C)n2CC2CCCO2)sc1C (stereo not drawn)	?	/
O=C(Nc1nc(-c2ccccn2)cs1)c1cccc(S(=O)(=O)N2CCOCC2)c1	?	/
CCNC(=O)c1sc(=S)n(-c2ccc(C)cc2)c1N	2.1%	5.1
